human PMI inhibitors: human PMI inhibitors, high substrate, primary screen, biochemical, fluorescence intensity, high mannose 6-phosphate (AID 1220); inhibition, % at 20 µM, or IC50 in µM where a hit was titrated; Mannose-6-phosphate isomerase (Homo sapiens); recombinant PMI enzyme, coupled fluorescence intensity; higher % means a stronger effect; 0.66% of 190,000 active
West Nile virus CPE: West Nile virus antiviral activity, cell-based, CPE readout (AID 1621); 0.02% of 290,000 active; West Nile virus-infected cells, CPE inhibition; higher % means a stronger effect; CPE inhibition, % at 10 µM; hits with a dose series show IC50 in µM; in the data active = a potency from the dose series; inconclusive = CPE inhibition mostly from about 3.7% at the one dose, without a potency; inactive = the rest, 99 in 100 with CPE inhibition below about 2.2%; also: strong numbers were not always called active
Large T inhibition: SV40 large T antigen inhibitors, biochemical (AID 1903); SV40 large T antigen ATPase/helicase inhibition assay; higher % means a stronger effect; one-dose inhibition, % at 20 µM; IC50 in µM for titrated hits; 0.39% of 310,000 active; in the data active = a potency from the dose series; inconclusive = inhibition mostly from about 32% at the one dose, without a potency; inactive = the rest, 99 in 100 with inhibition below about 32%; also: strong numbers were not always called active
CSM14.1 death rescue: rescue of cells from ER stress-induced death, primary screen, 384-well, CSM14.1, thapsigargin, ATP luminescence (AID 1222). CSM14.1 thapsigargin-induced death rescue, ATP luminescence; higher % means a stronger effect. cellular ATP content (survival), % at 20 µM; hits with a dose series show EC50 in µM. 190,000 tested, under 10 active;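 active = EC50 below 50 µM in the dose-response confirmation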;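 also: death triggered by thapsigargin at about 15 µM added after 2 h compound pretreatment; cell ATP read after overnight thapsigargin exposure of roughly 18 to 22 hours; normalized against plate controls of thapsigargin alone and 5% DMSO vehicle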
TNAP activators: human TNAP enzyme activators, primary screen, biochemical, luminescent, no phosphate acceptor, uHTS (AID 1001); Alkaline phosphatase, tissue-nonspecific isozyme (Homo sapiens); purified TNAP, luminescent activation assay, no phosphate acceptor; higher activation fold means a stronger effect; activation fold at 20 µM, or EC50 in µM where a hit was titrated; 0.03% of 200,000 active; in the data active = activation fold from about 3, or a potency from the dose series; inactive = the rest, 99 in 100 with activation fold below about 1.6; also: many of its hits are not listed in these tables
Insulin prom up: insulin promoter activators in MIN6 cells, imaging, high-content screening, mouse beta cells; MIN6 insulin promoter-GFP reporter; hits give high values; z-score at 5 µM; 0.3% of 190,000 active; AID 1625, 2009;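 active = z-score above 3 at 5 µM with at least 500 cells counted in the well; inconclusive = wells under 500 cells, flagged as cytotoxic or low count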
Salmonella PhoP GFP: inhibitors of PhoP regulon expression, primary screen, Salmonella Typhimurium, GFP reporter (AID 1863); inhibition, % at 50 µM, or IC50 in µM where a hit was titrated; 0.16% of 300,000 active; S. Typhimurium PhoP-regulated promoter GFP reporter, 4 h; higher % means a stronger effect;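 active = inhibition over 29.93%, a cutoff 3 SD above the screen mean, later confirmed by dose response; inconclusive = inhibition over 29.93% but no dose response follow-up; inactive = inhibition at most 29.93% or unconfirmed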;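 also: 0% = low Mg2+ inducing control and 100% = high Mg2+ repressing control; strong numbers were not always called active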
RSV CPE inhibition: RSV antiviral activity via CPE protection, HEp-2 cells, primary 10 µM value included (AID 2391). 0.13% of 310,000 active. CPE inhibition, % at 10 µM, or IC50 in µM where a hit was titrated. HEp-2 cells, RSV-induced CPE inhibition; higher % means a stronger effect; in the data active = a potency from the dose series; inconclusive = CPE inhibition mostly from about 23% at the one dose, without a potency; inactive = the rest, 99 in 100 with CPE inhibition below about 21%; also: strong numbers were not always called active
PMI inhibitors: inhibitors of human PMI, primary screen, biochemical, fluorescence intensity, coupled assay (AID 1209); inhibition, % at 20 µM; hits with a dose series show IC50 in µM; purified PMI enzyme, coupled fluorescence intensity; higher % means a stronger effect; 0.42% of 190,000 active; Mannose-6-phosphate isomerase (Homo sapiens);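 also: plate controls were DMSO vehicle for no effect and wells lacking substrate for full effect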
Insulin prom up cell count: further read-out of Insulin prom up, marked with its call; cell count; measured here: cytotoxicity, nuclei count;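 total cells summed across four imaged fields per well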
* marks the source's active call; other numbers are inactive results; u = inconclusive; x = not tested or not shown. Rule as the data show it, unless noted: active = inhibition above about 50%; inactive = the rest.

SMILES	Salmonella PhoP GFP	PMI inhibitors	Large T inhibition	Insulin prom up cell count	CSM14.1 death rescue	TNAP activators	human PMI inhibitors	West Nile virus CPE	Insulin prom up	RSV CPE inhibition
CCN=C1S/C(=C\c2ccc(O)c(OCC)c2)C(=O)N1CC	7%	4%	u	1215	-1.8%	0.9	6%	-1.2%	-2.9	4.0%
CC(=O)c1ccc(OC(=O)COc2ccccc2Cl)cc1	-5%	x	19%	x	x	x	x	1.2%	x	0.1%
CCOC(=O)c1c(C)[nH]c(C(=O)Cn2nnc(-c3ccccc3)n2)c1C	2%	7%	11%	x	0.2%	1.1	5%	-0.3%	x	2.2%
COc1ccccc1NS(=O)(=O)c1c(C(=O)N2CCCC2)c(C)n(C)c1C	-11%	x	9%	x	x	x	x	0.1%	x	1.1%
O=C(NCCCN1CCOCC1)C(=O)N/N=C/c1ccccc1O	-8%	x	4%	1056	x	x	x	-0.2%	-0.16	-0.1%
Cn1nnnc1SCC(=O)NCc1ccccc1	-2%	-2%	12%	x	-6.0%	1.1	-2%	0.3%	x	4.5%
O=S(=O)(c1ccc(F)cc1)N1CCN(Cc2ccccn2)CC1	-8%	3%	5%	1602	0.0%	1.1	2%	-0.2%	0.05	5.2%
C/C(=N/NC(=O)CNC(=O)CCc1ccccc1)c1ccc(Cl)cc1	-5%	x	-11%	1071	x	x	x	0.0%	-0.02	1.0%
O=C(O)CC(C(=O)OCC1CCCO1)N1CCOCC1 (centres undefined)	-13%	-3%	-1%	1254	-0.6%	1	-6%	0.1%	-0.9	2.0%
CCCNC(=O)c1ccc2c(=O)c(O)c(-c3ccc(F)cc3)[nH]c2c1	6%	x	24%	977	x	x	x	-0.2%	-0.22	4.0%
Cc1nc(NC(C)c2ccccc2)c2c3c(sc2n1)CCC3 (centres undefined)	6%	7%	2%	1016	2.3%	1.2	1%	-1.0%	-0.1	4.0%
Cc1ccc(OCCCn2c(CO)nc3ccccc32)cc1	-1%	13%	12%	1250	-1.9%	1	7%	-0.4%	0.39	1.5%
COc1cc(C(CCN2CCN(c3ccccc3)CC2)c2c(OC)cc(OC)c3c(C)cc(=O)oc23)cc(OC)c1OC (centres undefined)	-3%	x	10%	650	x	x	x	-1.1%	0.54	0.7%
CCOc1ccc(S(=O)(=O)N2CCN(C(=O)c3ccco3)CC2)cc1	-1%	x	6%	x	x	x	x	-0.9%	x	3.1%
O=C(/C=C/c1ccc(Cl)c(Cl)c1)N1CCOCC1	9%	x	7%	x	x	x	x	-1.3%	x	4.1%
COc1ccc(/C=N/NC(=O)c2c(-c3ccccc3)noc2C)cc1[N+](=O)[O-]	-6%	x	11%	x	x	x	x	-0.2%	x	12%
FC(F)(F)c1cc(Nc2ccccc2)nc(-c2ccccn2)n1	5%	x	2%	x	x	x	x	-0.8%	x	4.4%
OC(CNC1CCCCC1)COCCOc1ccc(Br)cc1 (centres undefined)	16%	-9%	-5%	1270	2.5%	1.1	-6%	-1.3%	-0.96	-1.0%
CNS(=O)(=O)c1cc(Cl)ccc1Sc1ccccc1C(=O)O	-7%	x	0%	1068	x	x	x	0.1%	0.13	0.7%
COc1ccc(-c2csc(N3C(=O)CNC3=S)n2)cc1	-9%	2%	4%	1179	-3.3%	1.2	5%	1.9%	0.06	6.8%

Complete entries from above.
Record of O=C(O)CC(C(=O)OCC1CCCO1)N1CCOCC1 (centres undefined) : Salmonella PhoP GFP = -13%; PMI inhibitors = -3%; Large T inhibition = -1%; Insulin prom up cell count = 1254; CSM14.1 death rescue = -0.6%; TNAP activators = 1; human PMI inhibitors = -6%; West Nile virus CPE = 0.1%; Insulin prom up = -0.9; RSV CPE inhibition = 2.0%
Record of CCCNC(=O)c1ccc2c(=O)c(O)c(-c3ccc(F)cc3)[nH]c2c1 : Salmonella PhoP GFP = 6%; PMI inhibitors = x; Large T inhibition = 24%; Insulin prom up cell count = 977; CSM14.1 death rescue = x; TNAP activators = x; human PMI inhibitors = x; West Nile virus CPE = -0.2%; Insulin prom up = -0.22; RSV CPE inhibition = 4.0%

Next records follow:
SMILES	Salmonella PhoP GFP	PMI inhibitors	Large T inhibition	Insulin prom up cell count	CSM14.1 death rescue	TNAP activators	human PMI inhibitors	West Nile virus CPE	Insulin prom up	RSV CPE inhibition
Cc1ccc(S(=O)(=O)C(F)(F)F)cc1NC(=O)c1cccnc1	-4%	-2%	0%	1194	0.4%	1.2	-3%	0.3%	0.32	2.6%
CCC(=O)N1CCc2cc(S(=O)(=O)NCCC(=O)Nc3ccc(OC)cc3)ccc21	-2%	x	24%	x	x	x	x	-0.7%	x	2.7%
Fc1ccc(Cn2c(SCc3ccc(F)c(F)c3)nnc2C(F)(F)F)cc1	10%	16%	11%	x	3.0%	1	15%	0.7%	x	-0.3%
CCOc1cc(S(=O)(=O)N2CCCCC2)ccc1Cl	11%	12%	1%	1296	0.2%	1	13%	x	-0.01	2.4%
Nc1cc(Cl)ccc1N1CCCC1	-2%	-16%	8%	1463	0.3%	1.1	36%	2.4%	0.51	0.2%
CN(Cc1cnn(C)c1)C(=O)C1CCC(=O)N(C2CCCCCC2)C1 (centres undefined)	7%	x	18%	x	x	x	x	-0.5%	x	0.4%
CN(C(=O)c1ccc(N2CCOCC2)c([N+](=O)[O-])c1)C1CCCCC1	6%	x	8%	x	x	x	x	-1.2%	x	0.6%
O=C(N/N=C/c1ccco1)c1cc(-c2ccc(Br)s2)[nH]n1	7%	x	12%	x	x	x	x	0.1%	x	4.0%
C/C(=N\NC(=O)c1cccc(S(=O)(=O)N2CCOCC2)c1)c1cc2ccccc2o1	-3%	x	4%	1133	x	x	x	-0.3%	0.57	-0.7%
O=C(NCC1CCCO1)C1c2ccccc2C(=O)N1C1CCCCCCC1 (centres undefined)	-14%	0%	5%	1532	-0.6%	1.1	-1%	x	0.31	0.8%
O=C(NCc1ccccc1)Nc1cc(Cl)ccc1Cl	-13%	x	8%	1469	x	x	x	-0.6%	-0.36	3.6%
CCc1ccc2c(c1)C(NC(C)=O)C(=O)N2CC (centres undefined)	-1%	2%	5%	1626	x	1.1	-20%	-0.1%	2.4	0.3%
CCC(Nc1ccc(OC)cc1)C(=O)N/N=C/c1ccc([N+](=O)[O-])cc1 (centres undefined)	6%	3%	17%	1236	-1.3%	1	16%	-1.2%	0.02	1.4%
Cc1c2c(c(C)n1C)C(C(=O)NC1CCCCC1)N(Cc1ccccc1)C2=O (centres undefined)	-4%	-8%	-2%	x	1.2%	1	-5%	0.2%	x	-1.2%
Cc1ccc(NC(=O)CCN2CC(C)OC(C)C2)cc1C (centres undefined)	-7%	x	9%	x	x	x	x	-0.2%	x	0.3%
COc1ccc(-n2cc(CNC3CCOCC3)c(-c3cccc(F)c3)n2)cc1	-3%	9%	-1%	1379	-4.0%	1	7%	-1.9%	-0.21	5.1%
O=C(O)C1=C[C@@H](c2ccc3c(c2)OCO3)C[C@@H](OCCCCO)O1	-16%	-3%	5%	1352	-0.8%	1	4%	0.3%	2.1	3.5%
O=C(N/N=C/c1ccccc1)c1c(O)c2ccccc2[nH]c1=O	-11%	14%	-1%	1505	-2.7%	1	-2%	-0.2%	0.29	12%
O=C(N1CCOCC1)C12CC3CC(C1)CC(c1ccccc1)(C3)C2	6%	-7%	4%	1386	-0.9%	1.1	-4%	-1.4%	-0.82	3.3%
Cc1cc(NC(=O)CSc2nc(CCC3CCCC3)nc3ccccc23)no1	-12%	16%	12%	1770	-2.1%	1.1	16%	0.5%	-0.72	22%

Single values from the list.
Cc1nc(NC(C)c2ccccc2)c2c3c(sc2n1)CCC3 (centres undefined) in human PMI inhibitors → 1%
CCN=C1S/C(=C\c2ccc(O)c(OCC)c2)C(=O)N1CC in PMI inhibitors → 4%
O=C(NCC1CCCO1)C1c2ccccc2C(=O)N1C1CCCCCCC1 (centres undefined) in Insulin prom up cell count → 1532
Nc1cc(Cl)ccc1N1CCCC1 in Large T inhibition → 8%

Retrieved by structure from the entries so far, six records:
SMILES	Salmonella PhoP GFP	PMI inhibitors	Large T inhibition	Insulin prom up cell count	CSM14.1 death rescue	TNAP activators	human PMI inhibitors	West Nile virus CPE	Insulin prom up	RSV CPE inhibition
CCOc1cc(S(=O)(=O)N2CCCCC2)ccc1Cl	11%	12%	1%	1296	0.2%	1	13%	x	-0.01	2.4%
CCc1ccc2c(c1)C(NC(C)=O)C(=O)N2CC (centres undefined)	-1%	2%	5%	1626	x	1.1	-20%	-0.1%	2.4	0.3%
CN(C(=O)c1ccc(N2CCOCC2)c([N+](=O)[O-])c1)C1CCCCC1	6%	x	8%	x	x	x	x	-1.2%	x	0.6%
O=C(N1CCOCC1)C12CC3CC(C1)CC(c1ccccc1)(C3)C2	6%	-7%	4%	1386	-0.9%	1.1	-4%	-1.4%	-0.82	3.3%
Cc1c2c(c(C)n1C)C(C(=O)NC1CCCCC1)N(Cc1ccccc1)C2=O (centres undefined)	-4%	-8%	-2%	x	1.2%	1	-5%	0.2%	x	-1.2%
C/C(=N\NC(=O)c1cccc(S(=O)(=O)N2CCOCC2)c1)c1cc2ccccc2o1	-3%	x	4%	1133	x	x	x	-0.3%	0.57	-0.7%

Continued:
SMILES	Salmonella PhoP GFP	PMI inhibitors	Large T inhibition	Insulin prom up cell count	CSM14.1 death rescue	TNAP activators	human PMI inhibitors	West Nile virus CPE	Insulin prom up	RSV CPE inhibition
C=CCC(c1ccccc1F)N(CCN1CCOCC1)C(=O)Nc1cccc(Cl)c1 (centres undefined)	5%	11%	14%	917	-1.8%	1	4%	-0.6%	-0.71	7.0%
C=CCn1c(SCC(=O)N2CCCCCC2)nc2ccccc2c1=O	-1%	x	8%	x	x	x	x	-0.7%	x	3.8%
CCOC(=O)c1cc(Br)c(=O)n2ccccc12	7%	-3%	8%	x	-0.7%	1.1	-6%	x	x	1.9%
Cc1ccc(N(C(=O)c2ccccc2Cl)C2=NC(C)CS2)c(C)c1 (centres undefined)	2%	22%	4%	755	-0.8%	1.1	11%	-0.8%	1.6	5.8%
O=c1cc(CNc2cc(Cl)ccc2Cl)nc2sccn12	-1%	-10%	7%	x	-4.0%	1	-11%	1.6%	x	u
